NALP1 inh: NALP1 inflammasome inhibitors in reconstituted yeast, colorimetric, S. cerevisiae, triplicate retest. S. cerevisiae NALP1/ASC/caspase-1 growth, X-gal OD620, 72 h. inhibition, % at 10 µM. hit rate 0.61% among 280,000. AID 2071, 2009; in the data active means inhibition mostly above about 24%, no sharp cut-off; inactive means mostly below about 32%; further: some compounds called inactive have numbers as strong as hits
PHOSPHO1 inh: PubChem AID 1565. Phosphoethanolamine/phosphocholine phosphatase (Homo sapiens), Q8TCT1. recombinant PHOSPHO1, absorbance phosphatase assay. inhibition, % at 13.3 µM. hit rate 1.1% among 290,000; in the data active means inhibition above about 60%
IMP-1 inh: IMP-1 metallo-beta-lactamase inhibitors, primary screen, biochemical, epi-absorbance readout, Pseudomonas aeruginosa enzyme; metallo-beta-lactamase IMP-1 (Pseudomonas aeruginosa); purified IMP-1, nitrocefin hydrolysis, epi-absorbance fluorescence; inhibition, % at 5.6 µM; hit rate 0.45% among 290,000; AID 1556, 2009;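 active means inhibition above the mean plus 3 SD of all compounds in the same screening run, cut at about 4.5% in these data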;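 further: 0% = IMP-1 with DMSO and 100% = DMSO wells lacking enzyme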
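System – purified recombinant IMP-1 beta-lactamase · Input – IMP-1 dispensed at 0.2 nM · Timing – 15 min preincubation plus 25 min reaction at 25 °C · Signal – Epi-absorbance fluorescence, 480 nm excitation, 530 nm emission · Measure – percent IMP-1 inhibition derived from blank-referenced optical density · Controls – Enzyme-plus-DMSO low control, enzyme-free DMSO high control · Replication – singlicate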
VIM-2 inhibitor: VIM-2 metallo-beta-lactamase inhibitors, primary screen, biochemical, epi-absorbance readout, Pseudomonas aeruginosa enzyme; inhibition, % at 5.6 µM; AID 1527, 2009; hit rate 0.89% among 290,000; purified VIM-2, nitrocefin hydrolysis, epi-absorbance fluorescence;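 active means inhibition above the mean of all tested compounds plus 3 SD, cutoff set per screening run, cut at about 7.5% in these data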;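 further: red hydrolysis product quenches plate fluorescence so inhibitors raise well fluorescence; 0% = enzyme with DMSO and 100% = DMSO without enzyme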
IDE cell activ: human IDE activators in live cells, primary screen, fluorescence polarization, HEK cells, FAbeta-B substrate | Insulin-degrading enzyme (Homo sapiens), P14735 | FAbeta-B cleavage; 0% vehicle, 100% cell-free pure enzyme wells | activation, % at 5.96 µM | hit rate 0.073% among 340,000 | AID 493087, 2011;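 active means activation above the mean of all tested compounds plus 3 SD, set per screening campaign, cut at about 17% in these data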
Target sequence (P14735 whole entry, looked up): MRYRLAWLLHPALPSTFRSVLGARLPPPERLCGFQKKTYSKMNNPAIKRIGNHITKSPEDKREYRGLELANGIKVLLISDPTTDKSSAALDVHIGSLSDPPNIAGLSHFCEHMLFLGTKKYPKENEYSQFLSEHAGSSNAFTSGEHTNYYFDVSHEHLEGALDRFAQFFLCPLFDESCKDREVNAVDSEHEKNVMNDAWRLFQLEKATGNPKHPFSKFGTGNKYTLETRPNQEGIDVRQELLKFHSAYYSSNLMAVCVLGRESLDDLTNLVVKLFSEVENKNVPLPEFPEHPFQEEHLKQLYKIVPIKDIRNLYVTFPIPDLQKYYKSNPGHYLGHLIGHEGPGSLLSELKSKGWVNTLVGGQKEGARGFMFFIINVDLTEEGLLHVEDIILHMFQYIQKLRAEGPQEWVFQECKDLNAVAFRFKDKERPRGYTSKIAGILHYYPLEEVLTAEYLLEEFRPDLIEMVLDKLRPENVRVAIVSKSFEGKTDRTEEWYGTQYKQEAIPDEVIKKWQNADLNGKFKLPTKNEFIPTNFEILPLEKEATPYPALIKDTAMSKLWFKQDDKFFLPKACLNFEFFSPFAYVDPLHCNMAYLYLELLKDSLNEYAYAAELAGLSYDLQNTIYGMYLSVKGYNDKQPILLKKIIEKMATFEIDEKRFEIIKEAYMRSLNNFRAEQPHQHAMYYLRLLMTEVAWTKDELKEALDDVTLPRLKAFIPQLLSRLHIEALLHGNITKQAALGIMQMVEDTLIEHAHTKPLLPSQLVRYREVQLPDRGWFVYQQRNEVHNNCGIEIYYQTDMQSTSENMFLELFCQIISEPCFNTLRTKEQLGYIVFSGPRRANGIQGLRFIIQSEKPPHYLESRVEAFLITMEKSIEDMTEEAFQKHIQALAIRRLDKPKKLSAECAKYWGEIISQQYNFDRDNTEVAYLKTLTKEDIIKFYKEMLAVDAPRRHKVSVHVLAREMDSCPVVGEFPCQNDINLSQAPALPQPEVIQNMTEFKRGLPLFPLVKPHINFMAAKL
PfM18AAP inh: PfM18AAP inhibitors, malaria aminopeptidase, primary screen, biochemical, QFRET, recombinant enzyme | H-Glu-NHMec fluorogenic cleavage | inhibition, % at 7.35 µM | hit rate 1.2% among 290,000 | AID 1822, 2009;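 active means inhibition above the campaign mean inhibition over all tested compounds plus 3 SD, cut at about 28% in these data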;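 further: 0% = plate median of test compound wells and 100% = 2 mM ZnCl2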
IDE inh: human IDE inhibitors in live cells, primary screen, fluorescence polarization, HEK cells, FAbetaB substrate. Insulin-degrading enzyme (Homo sapiens), P14735. FAbetaB cleavage. inhibition, % at 5.59 µM. hit rate 0.41% among 320,000;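 active means percent inhibition above the average of all tested compounds plus 3 SD, set per screening campaign, cut at about 16% in these data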;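 further: IDE supplied by intact live HEK cells; FP after avidin binding of uncleaved biotin substrate so inhibition keeps polarization high; 0% = DMSO wells and 100% = 60 µM reference IDE inhibitor Ii1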
p-CIP stab down: p/CIP-EGFP fusion destabilizers, primary screen, fluorescence, F442A cells. decrease of EGFP signal, % at 10 µM. 16 h. Q05BA5. hit rate 0.01% among 290,000;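 active means EGFP signal decrease of at least 30% at 10 µM or well 3 SD below plate mean, unless failing retest; inactive means the rest, including hits failing retest or dose response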; further: some compounds called inactive have numbers as strong as hits; many of its hits are not listed in these tables
GPR7 antagonist: GPR7 receptor antagonists, primary screen, cell-based, fluorescence, single concentration | Neuropeptides B/W receptor type 1 (Homo sapiens), P48145 | GPR7-expressing cells, fluorescence antagonist assay | inhibition, % at 4.4 µM | hit rate 1.1% among 290,000 | AID 1861, 2009; in the data active means inhibition above about 16%, passing the limit was not always enough;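 further: cells stimulated with the agonist NPW; 0% = agonist with vehicle and 100% = vehicle without agonist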
Active calls of the source: *; . = no result given.

NALP1 inh,PHOSPHO1 inh,IMP-1 inh,VIM-2 inhibitor,IDE cell activ,PfM18AAP inh,IDE inh,p-CIP stab down,GPR7 antagonist,smiles
-5.3,32.0,2.5,0.8,-1.4,15.9,9.4,5.3,10.0,COc1ccc(N2CCN(C(=O)Cc3ccc(S(=O)(=O)N4CCOCC4)s3)CC2)cc1
20.9,22.8,4.6*,0.7,-0.6,8.8,-3.5,-6.2,24.0*,O=C(NCC1CCCO1)C1CCCN(S(=O)(=O)c2cccc(C(F)(F)F)c2)C1 (configuration not stated)
7.4,15.0,-1.2,-1.0,-4.5,4.2,-2.2,-19.6,-2.8,C=CCN(CC=C)c1nc2ccccc2nc1C(C#N)C(=O)OC(C)C (configuration not stated)
12.9,42.6,-3.6,-3.4,1.6,-1.2,2.8,7.7,-13.8,CCN(CCCNC(=O)Cn1ncc2c([nH]c3ccc(C)cc32)c1=O)Cc1ccccc1
32.4,2.1,-4.2,-2.4,-3.4,2.5,-0.8,-4.3,-5.3,CCCCN=C(NNc1ccc(Br)cc1)C(=O)OCC
-0.5,22.6,-2.9,-3.1,0.0,-2.6,2.2,-9.3,20.1*,OCCC1CN(Cc2ccccc2OC2CCCC2)CCN1Cc1ccsc1 (configuration not stated)
-11.1,9.1,-3.0,-3.0,3.7,-0.3,4.4,-4.8,13.7,O=C(c1ccc(N2CCCC2=O)cc1)N1CCN(c2ccccc2)CC1
-7.4,-2.6,-1.2,-3.3,2.5,1.6,-2.5,-3.3,-9.1,CCOc1ccc(S(=O)(=O)NCCCN2CCOCC2)cc1
-1.4,17.1,-2.9,0.7,-2.9,0.2,0.6,3.7,3.8,CC1CCN(c2ccc3nnc(CCC(=O)N4CCCCC4)n3n2)CC1
10.7,32.2,-2.9,-0.9,-4.6,-6.8,0.9,-10.3,-2.3,Cc1ccc(C(=O)N2CCCC2)cc1S(=O)(=O)N1CCCCC1
20.8,3.5,-3.0,-2.1,-0.9,-1.3,5.4,-12.5,-3.3,CCn1c(SCC(=O)Nc2ccc(C)cc2)nc2nc3c(cc2c1=O)CCCC3
21.6,21.6,-2.0,-3.3,1.7,8.9,3.8,-5.4,-9.0,CCOC(=O)N1CC=C2C(C#N)=C(N)C(C#N)(C#N)[C@H](c3cccs3)C2C1 (some centres not stated)
-6.4,-6.2,1.4,1.0,1.5,-8.2,-3.3,-4.2,11.1,Cc1ccc(NC(=O)COC(=O)CCc2ccc(S(=O)(=O)N3CCOCC3)cc2)c(C)c1
9.2,0.0,-4.4,-2.2,-0.3,-5.6,5.2,-7.4,-9.5,COc1ccccc1C(C(=O)NC1CCCCC1)N(C(=O)c1csnn1)C1CC1 (configuration not stated)
-1.1,24.3,-2.6,0.8,0.5,1.6,-1.7,2.4,3.8,CCC(C(=O)O)n1cnc2scc(-c3ccc(C)c(C)c3)c2c1=O (configuration not stated)
0.4,18.1,-2.9,-3.8,0.6,6.1,-1.1,2.4,-8.0,COC(=O)c1ccc2c(c1)NC(=O)C(N1CCCC1)S2 (configuration not stated)
-6.1,-35.4,-2.9,-0.6,-2.2,-5.3,7.2,-0.5,-11.3,O=C(O)c1cccc(NS(=O)(=O)c2ccc3c(c2)OCCCO3)c1
16.8,-9.8,-2.6,-4.0,1.5,19.1,-2.0,-0.7,-12.5,Cc1nn(-c2ccccc2)c(Cl)c1/C=N/Nc1nc2ccccc2n1C
29.5,0.6,-4.2,0.3,-3.9,0.6,1.1,-3.9,1.9,Cn1c(SCC(=O)N/N=C/C=C/c2ccccc2[N+](=O)[O-])nc2ccccc21
-3.9,-17.9,-1.7,-2.7,8.8,7.7,-2.1,-9.5,-4.6,NNC(=S)NC1CCCCC1
-21.4,-3.1,-3.1,-3.7,3.2,-6.1,-1.9,-5.0,1.3,CC(C)CNC(=O)c1cccc(NC(=O)COc2ccc([N+](=O)[O-])cc2)c1
-0.1,49.2,-3.8,-4.1,3.5,5.8,6.2,10.6,-3.5,COc1cccc(NC(=O)Cc2nnc(SCC(=O)NC3=NCCS3)n2C)c1
19.3,-10.8,-6.5,-4.1,5.5,0.3,5.4,1.6,-1.0,CCC(C)(C)NC(=O)C(c1ccc(OC)cc1)N(Cc1cccs1)C(=O)CCC(=O)Nc1cc(C)on1 (configuration not stated)
25.2,33.1,-5.2,-2.6,0.7,3.6,4.4,-10.3,-10.9,CCC(=O)Nc1nonc1-c1nc2ccccc2n1N(C(=O)CC)C(=O)CC
-46.1,20.2,-2.7,-1.0,-0.4,-2.2,-1.7,-0.5,-6.6,COc1cccc2oc3cc(C#CC4(O)CCCCC4)ccc3c(=O)c12

New compounds follow:
NALP1 inh,PHOSPHO1 inh,IMP-1 inh,VIM-2 inhibitor,IDE cell activ,PfM18AAP inh,IDE inh,p-CIP stab down,GPR7 antagonist,smiles
24.7,-34.6,-3.9,1.3,1.1,18.4,7.4,-24.7,1.5,Cc1cc(C)c(C#N)c(SCc2cn3ccccc3n2)n1
11.0,31.9,-3.2,-1.0,0.9,0.7,4.8,-8.8,12.6,CCOC(=O)c1cc2c(=O)n3ccccc3nc2n(CC2CCCO2)c1=NC(=O)/C=C/c1ccccc1 (configuration not stated)
29.0,44.7,-3.6,-3.4,-4.1,7.0,-3.6,-17.4,-11.4,O=C(NCCN1CCCC1)C1(S(=O)(=O)c2ccc(Cl)cc2)CC1
40.0,13.6,-2.8,-5.2,6.4,5.2,1.4,-9.4,-2.2,O=C(c1ccc(F)cc1)N1CCN(Cc2ccccc2Br)CC1
10.9,-22.9,0.5,-3.6,0.2,-4.7,-0.3,14.5,-7.6,Cc1ccnc2nc(C(=O)OCC(=O)Nc3ccccc3C(C)(C)C)nn12
18.8,-6.2,-3.0,-1.3,4.9,-8.8,0.2,-7.0,-2.5,Cc1cc(C)n(C(=O)c2ccccc2[N+](=O)[O-])n1
7.0,4.9,-3.8,-4.9,5.5,-8.6,12.1,-5.1,-9.2,CCCCn1c(=O)[nH]c(=O)c2c1nc(COC(=O)c1c(C)noc1C)n2CCC
12.9,26.2,-0.6,-1.7,5.6,-8.5,-0.3,-16.3,14.6,Cc1ccc2c(c1)C(c1ccncc1)=NNC(c1ccccc1)=N2
23.6,12.6,-1.8,-2.3,-2.6,3.8,10.9,10.9,-7.4,COC(=O)Cn1ncc(N2C3CC(CC(C)(C)C3)C2C)c(Cl)c1=O (configuration not stated)
5.3,20.1,-3.4,-1.6,-0.5,-4.1,.,-1.4,-2.1,CCCN(CCC)S(=O)(=O)c1ccc(C(=O)Nc2ccc(S(=O)(=O)Nc3nnc(CC)s3)cc2)cc1
3.6,3.8,0.5,0.8,5.4,5.0,-2.5,-6.8,14.4,COc1ccc(C)cc1NC(=O)c1ccccc1N(C)S(=O)(=O)c1ccccc1
13.7,1.5,-2.9,-1.1,1.3,6.4,0.0,-7.8,-5.5,CCOc1[nH]n(-c2ccc(Cl)cc2)c(=O)c1C=Nc1ccc(OC)cc1
23.3,-14.1,-0.3,-2.6,3.3,0.0,-0.3,0.6,9.0,O=C(c1ccc(Br)cc1)N1CCN(S(=O)(=O)c2ccccc2)CC1
-7.0,23.3,-4.9,-2.8,2.5,-1.9,-2.4,-6.5,-8.1,CN(C)S(=O)(=O)c1cccc(NC(=O)CN(CCO)CC(=O)Nc2cccc(S(=O)(=O)N(C)C)c2)c1
0.2,39.0,3.5,1.4,4.3,-4.8,3.8,8.3,30.8,Cc1cccc(N2CCN(CC(=O)NCc3ccc(Cl)cc3)CC2)c1C
7.4,6.8,-0.6,-0.3,5.2,-5.2,-0.6,-5.4,0.7,N#Cc1nc(-c2ccc(OCc3ccccc3)cc2)oc1N1CCC(C(N)=O)CC1
-7.9,40.0,-1.0,-1.3,-4.6,-4.3,-3.3,-3.1,-5.7,NNC(=O)CCN1CCN(C(c2ccccc2)c2ccccc2)CC1
9.6,24.1,-0.8,0.4,3.1,-5.4,4.0,-7.9,-5.3,COc1ccc(Cc2nnc(NC(=O)Nc3ccccc3F)s2)cc1OC
27.9,33.1,-3.3,-4.7,-3.3,-1.3,6.3,-0.4,3.5,O=C(Cc1ccccc1[N+](=O)[O-])NCCSCc1c(F)cccc1Cl
14.0,15.0,-2.4,-2.1,0.4,-6.4,2.8,-4.7,4.0,N/C(=N\OC(=O)c1ccc(F)cc1)c1nonc1N
26.3,17.4,-2.5,0.0,-2.2,0.0,4.2,-2.8,1.7,O=C(CCNS(=O)(=O)c1ccc(Br)cc1)Nc1cccc(F)c1
22.6,27.9,-1.5,-1.4,0.3,-3.6,1.1,-6.2,-0.9,C=CCN(C(=O)CCC(=O)Nc1cc(C)on1)C(C(=O)NC1CCCC1)c1ccc(CC)cc1 (configuration not stated)
42.6,7.1,-5.0,-4.7,-0.8,7.1,-0.9,8.0,-1.3,COc1ccccc1NC(C#N)c1ccccc1OCc1ccccc1 (configuration not stated)
8.3,-11.6,-3.7,-0.5,1.9,1.8,-2.5,1.5,0.8,Cc1ccccc1OCc1nnc(SCC(=O)N2CCc3ccccc32)n1C
8.3,19.9,-1.3,-0.8,4.5,4.7,0.7,10.1,-9.2,CC(=O)Nc1ccc(C(=O)OCC(=O)Nc2ccccc2F)cc1

Part of the list above, as tab-separated lines.
Molecule	NALP1 inh	PHOSPHO1 inh	IMP-1 inh	VIM-2 inhibitor	IDE cell activ	PfM18AAP inh	IDE inh	p-CIP stab down	GPR7 antagonist
O=C(c1ccc(F)cc1)N1CCN(Cc2ccccc2Br)CC1	40.0	13.6	-2.8	-5.2	6.4	5.2	1.4	-9.4	-2.2
Cc1ccnc2nc(C(=O)OCC(=O)Nc3ccccc3C(C)(C)C)nn12	10.9	-22.9	0.5	-3.6	0.2	-4.7	-0.3	14.5	-7.6
Cc1cc(C)n(C(=O)c2ccccc2[N+](=O)[O-])n1	18.8	-6.2	-3.0	-1.3	4.9	-8.8	0.2	-7.0	-2.5

More entries
NALP1 inh,PHOSPHO1 inh,IMP-1 inh,VIM-2 inhibitor,IDE cell activ,PfM18AAP inh,IDE inh,p-CIP stab down,GPR7 antagonist,smiles
-5.4,-14.7,-3.0,-4.1,6.5,-5.4,5.6,-12.5,-9.1,O=C(Cc1ccccc1)Nc1ccc(NC(=O)C2CCCCC2)nc1
14.2,2.4,0.6,0.3,6.7,-0.5,-13.5,5.6,-2.3,COc1cccc(-c2nn(-c3ccccc3)cc2/C=C(\C#N)C(=O)NCCCn2ccnc2)c1
19.0,-7.4,-1.3,1.1,3.2,-9.8,1.5,-4.5,7.0,COc1ccc(-c2nnc(SCc3ccccc3F)o2)cc1
20.4,26.5,1.4,-0.2,4.0,2.1,-2.0,-18.4,-1.4,COc1ccc(S(=O)(=O)N2CCCC2C(=O)NCC(=O)Nc2cccc(Cl)c2C)cc1 (configuration not stated)
